Lipid droplet – modulators of hepatic lipid droplet formation; AML12 mouse hepatocytes, oleate lipid droplets, BODIPY imaging; inhibition, % at 6.5 µM; 240,000 compounds, 0.4% hits; AID 1656;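 active = lipid droplet intensity inhibited by at least 50%, with more than 500 cells counted; inconclusive = wells with under 300 cells, treated as cytotoxic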
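Material – AML12 mouse liver cells · Also added – oleate loading, 100 µM · Compound dosing – 6.5 µM single-point dosing · Times – overnight treatment with compound plus oleate · Measured by – fluorescence imaging, 20x objective, two fields per well · Read-out – percent inhibition of filter-corrected integrated lipid droplet intensity per well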
Lipid droplet cells 6.5 µM – further read-out of Lipid droplet, marked with its call; cell count; measured here: cell count, cytotoxicity flag;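 cells counted across two imaged fields per well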
An asterisk follows results filed as active; ? = inconclusive; nt = not tested or not shown.

SMILES	Lipid droplet	Lipid droplet cells 6.5 µM
CC(C)c1nc2cc(C(=O)NC(C)c3cnn(C)c3)ccc2o1 (stereo not given)	?	nt
COc1ccc(NC(=O)c2ccco2)cc1S(=O)(=O)N1CCCCC1	-2	815
COc1ccc(NC(=O)C2CC(c3c(F)cccc3Cl)=NO2)cc1OC (stereo not given)	-7	786
Cc1cnc(C(=O)OCC(=O)C23CC4CC(CC(C4)C2)C3)cn1	-2	792
COc1ccccc1Nc1c2ccccc2nc2ccccc12	-52	794
Cc1cc(C)c2sc(NC(=O)C3CC3)nc2c1	-6	742
COc1ccc(-c2nc(CS(=O)(=O)CC(=O)NCCc3ccccc3)c(C)o2)cc1	-25	745
CC(C)c1ccc(NC(=O)c2cc(S(=O)(=O)N3CCCCC3)c[nH]2)cc1	0	758
COc1ccc(NC(=O)CC(Cc2ccc(Cl)cc2)C(=O)O)cc1 (stereo not given)	7	825
CC(=O)N1CCN(C(=O)c2ccc(C(=O)c3ccccc3)cc2)CC1	10	847
CCc1ccc(C(C)NC(=O)C2CCCO2)cc1 (stereo not given)	9	847
Cc1[nH]c2ccccc2c1C(=O)CN1CCCC(C)C1 (stereo not given)	-1	850

Seven entries out of the list, ordered by length of the SMILES, descending.
SMILES	Lipid droplet	Lipid droplet cells 6.5 µM
COc1ccc(-c2nc(CS(=O)(=O)CC(=O)NCCc3ccccc3)c(C)o2)cc1	-25	745
CC(=O)N1CCN(C(=O)c2ccc(C(=O)c3ccccc3)cc2)CC1	10	847
COc1ccc(NC(=O)C2CC(c3c(F)cccc3Cl)=NO2)cc1OC (stereo not given)	-7	786
COc1ccc(NC(=O)CC(Cc2ccc(Cl)cc2)C(=O)O)cc1 (stereo not given)	7	825
CC(C)c1nc2cc(C(=O)NC(C)c3cnn(C)c3)ccc2o1 (stereo not given)	?	nt
COc1ccccc1Nc1c2ccccc2nc2ccccc12	-52	794
Cc1cc(C)c2sc(NC(=O)C3CC3)nc2c1	-6	742

Continued:
SMILES	Lipid droplet	Lipid droplet cells 6.5 µM
Cc1ccccc1NC(=O)Cc1nc(COC(=O)c2cc([N+](=O)[O-])ccc2N)cs1	-2	678
CN(C(=O)c1nn(C)c2c1CS(=O)(=O)c1ccccc1-2)c1cccc(Cl)c1	23	701
Cc1ccc(C)c(OCC(=O)Nc2cccc(S(=O)(=O)NC3=NCCCCC3)c2)c1	-14	825
Cc1c(C(=O)NC2CCOC2)oc2c(F)cccc12 (stereo not given)	16	723
O=C(Nc1ccccc1F)c1ccc(-c2cccc([N+](=O)[O-])c2)o1	2	803
COc1cc(OC)c(NC2=CC(=O)C(=O)c3ccccc32)cc1Cl	15	812
COc1ccccc1N(C)C(=O)c1cc(S(=O)(=O)N2CCCC2)cn1C	-49	778
O=C(CCCc1nc(-c2ccc(Cl)cc2)no1)NCC1CCCO1 (stereo not given)	-25	815
Cc1c(C)c2ccc(OC(C)C(=O)NCCCN3CCOCC3)c(C)c2oc1=O (stereo not given)	1	725
CN(C)S(=O)(=O)c1cc(NC(=O)c2cc(=O)c3ccccc3o2)ccc1Cl	-1	800
COc1ccc(NC(=O)c2cc(-c3ccc(C)c(C)c3O)n[nH]2)cc1Cl	11	806
O=C(NCc1ccccc1Cl)C1CCCN1C(=O)NCc1ccccc1 (stereo not given)	-4	817
CC1CCN(Cc2c(C(=O)N/N=C/c3ccc(C(C)(C)C)cc3)nnn2-c2nonc2N)CC1	-32	686
N#CCN(CC#N)C(=O)C1c2ccccc2Oc2ccccc21	-1	824
CC(=O)N1CCOc2ccc(S(=O)(=O)N3CCC(C(=O)Nc4ccc(C)c(C)c4)CC3)cc21	-6	702
CCc1ccccc1Nc1nn2c(=O)c3ccc(C(=O)NCc4ccccn4)cc3nc2s1	-11	774
c1ccc(CN2CCN(C(c3ccccc3)c3ccccc3)CC2)cc1	1	816
NC(=O)c1ccc[n+](CC(=O)c2cccc([N+](=O)[O-])c2)c1	3	810
COc1cc2c(cc1OC)C(c1cc3ccc(C)cc3[nH]c1=O)N(C(=O)c1ccco1)CC2 (stereo not given)	-22	754
CCN(CC)S(=O)(=O)c1ccc(NCCc2ccccn2)nc1	-18	722
COc1ccc(C(=O)N2CCCCCC2)cc1OC1CCN(C(C)C)CC1	14	673
COc1ccc(-c2cc(C(=O)Nc3c(C)n(C)n(-c4ccccc4)c3=O)c3ccccc3n2)cc1	7	723
Cc1cc(C)n(Cc2cccc(C(=O)N/N=C/c3ccncc3)c2)n1	42	703
CSc1ccccc1C(=O)N1CCCC(CNC(=O)c2ccc(F)cc2)C1 (stereo not given)	-25	723
COc1cc2c(cc1OC)C(COc1ccccc1OC)N(C(C)=O)CC2 (stereo not given)	2	827
O=C(c1ccc(N2C(=O)C3C4CC(C(Br)C4Br)C3C2=O)cc1)N1CCCCC1 (stereo not given)	14	861
O=C(Cn1nc(C(=O)O)c2ccccc2c1=O)Nc1ccc(F)cc1F	-2	787
O=C(Nc1ccon1)Nc1ccc(Cl)cc1Cl	-3	844
Cc1ccc(CN(C)C(=O)CCc2c[nH]c3ccccc23)o1	-19	739
CCc1sc(C(=O)N2CCN(c3ncccn3)CC2)cc1Br	2	836
CCOC(=O)C(=CNc1nc(-c2ccc3ccccc3c2)cs1)C(=O)OCC	1	679
CCCOC1CCCN(C(=O)c2cc(COc3ccc(-n4cncn4)cc3)on2)C1 (stereo not given)	0	671
COCCn1c(C)cc(/C=C2/SC(=O)N(CC(=O)N3CCCC3)C2=O)c1C	-2	819
COCCNc1nnc(Cc2ccc(OC)c(OC)c2)c(=O)[nH]1	4	801
O=S(=O)(Nc1cccc(-c2ccc(N3CCCCCC3)nn2)c1)c1ccc(C(F)(F)F)cc1	-2	761
O=C(CCC(=O)N1CCOc2ccccc21)N1CCCCC1	-1	764

Compounds above with bromine, in the order listed:
SMILES	Lipid droplet	Lipid droplet cells 6.5 µM
O=C(c1ccc(N2C(=O)C3C4CC(C(Br)C4Br)C3C2=O)cc1)N1CCCCC1 (stereo not given)	14	861
CCc1sc(C(=O)N2CCN(c3ncccn3)CC2)cc1Br	2	836

Remaining list, next part.
SMILES	Lipid droplet	Lipid droplet cells 6.5 µM
CCOC(=O)N1CCN(S(=O)(=O)N2CCCC(C(=O)NCCc3ccc(C)cc3)C2)CC1 (stereo not given)	-14	772
Cc1cc(C)cc(NC(=S)Nc2cccc3ccccc23)c1	8	658
COc1ccc(NC(=O)CN2CCN(CC(=O)Nc3ccc(F)cc3)CC2)c(OC)c1	0	826
Cc1cc(OCC(=O)Nc2nccs2)c2c(C)cc(=O)oc2c1	3	705
O=C(NCCCN1CCCC1=O)C(=O)NCC1OCCN1S(=O)(=O)c1ccc(Cl)cc1 (stereo not given)	-17	602
CC1CCN(C(=O)C2CCN(S(=O)(=O)c3ccc(-n4cnnn4)cc3)CC2)CC1	-9	816
CN(C)c1ccc(CNC(=O)CCS(=O)(=O)c2ccc3c(c2)oc(=O)n3C)cc1	-8	663
O=C(Nc1cccc(O)c1)C1CC(c2cccc(Br)c2)=NO1 (stereo not given)	-1	813
Cc1nn(C)c(C)c1NC(=S)Nc1ccc(S(=O)(=O)Nc2ncccn2)cc1	6	874
CCCc1nnc(NC(=O)C23CC4CC(CC(C4)C2)C3)s1	1	857
Cc1c(C(=O)N2CCN(CCc3ccccn3)CC2)oc2ccc(Cl)cc12	-1	780
Cc1nn(-c2ccccc2)c(C)c1NC(=O)COC(=O)c1ccc(NC(=O)CC#N)cc1	-39	651
Cc1c(Cl)c(C(=O)N2CCCCCC2)nn1C	-2	650
O=C(c1ccc(OC2CCN(Cc3ccccc3O)CC2)cc1)N1CCCCC1	0	787
Cc1cc(S(=O)(=O)Nc2cccnc2)c(Cl)cc1Cl	8	817
O=C(N/N=C/c1ccc(O)cc1)c1cncc(Br)c1	-4	831
COc1ccccc1OCCCCN1CCC(C)CC1	0	875
CCOC(=O)N1CCC(NC(=O)c2ccc3c(c2)N=C(CC)c2ccccc2S3)CC1	3	753
Cc1cc(C)c(OCCCCN(C)Cc2ccccc2)c(C)c1	-4	780
COCCN(Cc1cn[nH]c1-c1ccc2cc(OC)ccc2c1)C(C)C	-2	891
CN(C)S(=O)(=O)c1cccc(C(=O)Nc2n[nH]c(C(F)(F)F)n2)c1	1	881
COCC(=O)N/N=C\c1ccc(OC/C=C/c2ccccc2)c(OC)c1	-4	835
Cc1c(Cl)cccc1Nc1ncccc1C(=O)O	-2	768
Cc1cc(OCc2cc(C(=O)N(C)C3CCOC3)no2)cc(C)c1Cl (stereo not given)	16	710
Cc1ccc(C2/C(=C(/O)c3ccc4c(c3)CC(C)O4)C(=O)C(=O)N2CCCn2ccnc2)cc1 (stereo not given)	0	724
COCCSc1nnc(NC(=O)C2CCN(C(=O)c3ccco3)CC2)s1	4	804
COc1ccc(OCC(=O)Nc2c(Cl)ccc3nsnc23)cc1	6	705
Cc1nn(CC(=O)Nc2ccccc2C(F)(F)F)c(=O)c2cccn12	-9	753
CC(C)(C)n1c(O)c2ccc(C(=O)N=NC(=O)c3ccccc3)cc2c1O	10	850
Cc1ccc(N(CC(=O)N2CCN(Cc3ccccc3)CC2)S(C)(=O)=O)cc1C	-1	883
O=C(c1ccccc1)C1CCN(C(=O)c2c(F)cccc2F)CC1	-11	401
CSCC[C@H](NC(=O)C1CCN(S(=O)(=O)c2ccccc2)CC1)C(=O)NC1CC1	1	726
COCCN(C(=O)COC(=O)Cc1cccc2ccccc12)c1c(N)n(Cc2ccccc2)c(=O)[nH]c1=O	-7	833
CC(=O)Nc1ccc(C2NC(=O)CCC2[N+](=O)[O-])cc1 (stereo not given)	7	806
O=C(NCc1ccccn1)C(=O)NCC1OCCN1S(=O)(=O)c1ccc(F)cc1 (stereo not given)	1	843
OC(COc1ccc(F)cc1)CN1CCN(CC(O)COc2ccc(F)cc2)CC1 (stereo not given)	0	815
Cc1cc(C)n(-c2ccc(NC(=O)C3CCCCN3C(=O)c3cccs3)cc2)n1 (stereo not given)	-4	843
CC(C)c1ccc(C(C)NCCS(=O)(=O)c2ccc(Cl)cc2)cc1 (stereo not given)	3	840
O=C(NC(=S)NCc1ccccc1)c1ccc(Br)o1	6	804
CC(C)c1ccc(-c2nnn(CC(=O)N3CCCCC3)n2)cc1	-6	766
COc1ccccc1C(=O)NNC(=O)c1ccc(Br)cc1	-2	760
Cc1nc(Nc2ccc(S(N)(=O)=O)cc2)sc1-c1ccccc1	-2	790
Cc1ccc(NC(=O)c2ccc(S(=O)(=O)NCc3cccnc3)cc2)c(C)c1	2	880
COc1ccc(OC)c(S(=O)(=O)N2CCN(C(=O)CCc3ccccc3)CC2)c1	-6	687
CCCCCCCN1C(Nc2ccccc2)=NC[C@@H]1CC(C)C	-9	717
CSc1ccc(CCNC(=O)C2CCCN(S(=O)(=O)N3CCOCC3)C2)cc1 (stereo not given)	-3	702
CCn1c(=O)c(=O)[nH]c2cc(C(=O)NCc3ccc(F)cc3)ccc21	-1	794
Cc1ccc(-n2nc3c(=O)n(CCCC(=O)NCc4ccc(Cl)cc4)nc(C)c3c2C)cc1	-4	690
CC1CCN(C(=O)C(=O)Nc2sc3c(c2C(=O)O)CC(C)(C)OC3)CC1	-9	640
Cc1ccc(S(=O)(=O)Nc2ccccc2C(O)c2ccccc2)cc1 (stereo not given)	-33	740
CCN(CC)CCN(C(=O)c1ccc2c(c1)OCCO2)c1nc2cc(C)cc(C)c2s1	-5	846
O=C(NCc1ccccc1)C(c1ccco1)N(C(=O)c1csnn1)c1ccccc1 (stereo not given)	4	800
Cc1cccc(Nc2ccc(C(=O)O)cc2[N+](=O)[O-])c1C	1	769
COc1ccccc1CNC(=O)Cn1nnnc1CN(C)C(C)C	0	801
CC(=O)N1CC(C)Oc2ccc(S(=O)(=O)Nc3ccc(Cl)cn3)cc21 (stereo not given)	-6	763
O=C(Nc1ccccc1C(=O)N1CCCCC1)c1ccccc1C(F)(F)F	-23	794
CC(C)N1CCN(C(=O)c2ccc(OC3CCN(CCc4ccccc4)CC3)cc2)CC1	1	660
O=C(Nc1ccc2c(c1)OCCO2)C1CC(O)CN1C(=O)Nc1ccccc1 (stereo not given)	15	759
COc1ccc(-c2nc(-c3ccncc3)no2)cc1	29	692
COC(=O)c1c(NC(=O)c2ccccc2F)sc2c1C(C(=O)OC)CC2 (stereo not given)	-11	830
(more compounds)
SMILES	Lipid droplet	Lipid droplet cells 6.5 µM
O=C(NCCCn1ccnc1)c1ccc(-c2ccccc2)cc1	1	813
COc1ccc(NS(=O)(=O)c2cccc(NC(=O)C3=NN(c4ccccc4)C(=O)CC3)c2)cc1	-1	660
COC(=O)c1ccc(OC)c(CN2CCCN(Cc3cc(C)ccc3C)S2(=O)=O)c1	-1	780
Cc1ccc(C)c(NC(=O)N2CCCCCC2)c1	6	848
CC(=O)OCC[C@H](NS(=O)(=O)OCC(Cl)(Cl)Cl)c1ccccc1	0	856
O=C(COc1ccc([N+](=O)[O-])cc1)NNC(=O)Nc1ccccc1F	1	810
Cc1cc(C)cc(NC(=O)C2CCC(CNC(=O)[C@@H]3Cc4ccccc4CN3)CC2)c1 (stereo not given in full)	26	786
O=C(OCC(=O)N(C1CCCCC1)C1CCCCC1)c1ccc(O)cc1	-5	843
Cc1ccc(S(=O)(=O)N(C)c2ccccc2C(=O)N2CCOCC2)cc1	14	811
O=C(O)CN1C(=O)CSC1=S	-2	807
CCOc1ccc(CNC(=O)CCC(=O)N2Cc3ccccc3Oc3ncccc32)cc1	6	759

Compound profiles (already shown). Order of values: Lipid droplet	Lipid droplet cells 6.5 µM
Cc1cc(C)cc(NC(=O)C2CCC(CNC(=O)[C@@H]3Cc4ccccc4CN3)CC2)c1 (stereo not given in full) is entered as 26	786
O=C(COc1ccc([N+](=O)[O-])cc1)NNC(=O)Nc1ccccc1F is entered as 1	810
COC(=O)c1ccc(OC)c(CN2CCCN(Cc3cc(C)ccc3C)S2(=O)=O)c1 is entered as -1	780
CC(=O)OCC[C@H](NS(=O)(=O)OCC(Cl)(Cl)Cl)c1ccccc1 is entered as 0	856
CCOc1ccc(CNC(=O)CCC(=O)N2Cc3ccccc3Oc3ncccc32)cc1 is entered as 6	759

Only part of the results is shown; the hit share may differ from the screen's.
